High-throughput results from PubChem BioAssay.
SIAH1 antagonists – Siah-1 peptide-binding antagonists, primary screen, biochemical, fluorescence polarization, rhodamine-plectin, uHTS (AID 1817) | Siah-1 / rhodamine-plectin peptide fluorescence polarization; higher % means a stronger effect | displacement, % at 20 µM; hits with a dose series show IC50 in µM | actives 0.02% (n = 290,000);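 active = displacement of at least 50% at 20 µM, with a fluorescence ratio check between 0.3 and a set limit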;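 note: plate controls were Siah plus tracer with DMSO for no effect and tracer alone without Siah for full effect; strong numbers were not always called active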
Myeloid diff 2 – promotes myeloid progenitor differentiation; actives 1% (n = 360,000); calls only at 10 µM; ER-HoxA9 myeloid progenitors, lysozyme-GFP differentiation, flow cytometry;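 active = normalized GFP-positive differentiation at or above the plate's own cutoff, the solvent-only control mean plus 3 SD; inconclusive = no clear call, values can overlap the other calls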;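 note: cells exposed to compound for four days before flow analysis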
PhoP inhibition – PhoP-dependent GFP reporter repression – Salmonella Typhimurium, primary screen (AID 1863); S. Typhimurium PhoP-regulated promoter GFP reporter, 4 h; higher % means a stronger effect; inhibition, % at 50 µM; hits with a dose series show IC50 in µM; actives 0.16% (n = 300,000);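 active = inhibition over 29.93%, a cutoff 3 SD above the screen mean, later confirmed by dose response; inconclusive = inhibition over 29.93% but no dose response follow-up; inactive = inhibition at most 29.93% or unconfirmed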;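 note: 0% = low Mg2+ inducing control and 100% = high Mg2+ repressing control; strong numbers were not always called active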
NTR1 agonist – agonists of NTR1, primary screen, imaging, U2OS cells, beta-arrestin-GFP, high content (AID 493036); P30989; NTR1-U2OS beta-arrestin-GFP spot imaging, agonist mode; activation, % at 20 µM; actives 0.17% (n = 330,000);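 active = activation at or above 40% of the spot to cytoplasm intensity ratio, with at least 20 cells analyzed; inconclusive = wells under 20 cells, flagged as cytotoxic or low count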;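 note: 0% = DMSO without peptide and 100% = 100 nM NTR1 peptide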
Target sequence (P30989 whole entry, looked up): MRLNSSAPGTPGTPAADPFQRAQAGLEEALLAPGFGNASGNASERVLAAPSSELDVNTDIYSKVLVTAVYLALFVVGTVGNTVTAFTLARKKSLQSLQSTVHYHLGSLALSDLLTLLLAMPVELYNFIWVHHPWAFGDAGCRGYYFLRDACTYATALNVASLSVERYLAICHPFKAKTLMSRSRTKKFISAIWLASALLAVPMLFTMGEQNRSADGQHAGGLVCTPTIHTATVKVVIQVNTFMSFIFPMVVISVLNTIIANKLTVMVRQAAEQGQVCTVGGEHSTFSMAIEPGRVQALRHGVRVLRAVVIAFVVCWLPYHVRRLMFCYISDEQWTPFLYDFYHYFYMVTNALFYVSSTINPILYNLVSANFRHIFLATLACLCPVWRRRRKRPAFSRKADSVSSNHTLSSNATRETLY
MgcRacGAP inhibition – MgcRacGAP GTPase-activating activity inhibitors, confirmation, biochemical, ADP Hunter fluorescence | MgcRacGAP-stimulated Rac1 GTP hydrolysis, ADP Hunter fluorescence; higher % means a stronger effect; GST-tagged Rac1 F28L mutant substrate | inhibition, % at 30 µM, or IC50 in µM where a hit was titrated | actives 0.6% (n = 340,000);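 active = first-screen hits whose inhibition reached a set limit at any dose in the follow-up dose series; inconclusive = inhibition above the set first-screen limit but never retested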;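 note: fluorescence reports GDP produced by GAP-driven GTP hydrolysis; strong numbers were not always called active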
GPR35 arrestin U2OS – GPR35 antagonists blocking zaprinast-driven arrestin recruitment, primary screen, imaging, U2OS, beta-arrestin-GFP, zaprinast agonist (AID 2058); inhibition, % at 10 µM, or IC50 in µM where a hit was titrated; actives 0.052% (n = 290,000); U2OS GPR35 beta-arrestin-GFP translocation imaging, zaprinast antagonism; higher % means a stronger effect;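 active = inhibition of at least 50% with at least 30 cells and total cytoplasm GFP at most 10,000,000; inconclusive = under 30 cells or total GFP of 10,000,000 plus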
GPR55 LPI antagonism – inhibition of LPI-stimulated GPR55 beta-arrestin translocation – imaging, U2OS, beta-arrestin-GFP, LPI agonist, primary screen (AID 2013); U2OS GPR55 beta-arrestin-GFP translocation imaging, LPI antagonism; higher % means a stronger effect; inhibition, % at 10 µM; hits with a dose series show IC50 in µM; actives 0.13% (n = 290,000);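 active = spots per cell inhibited over 60%, with over 100 cells counted and total cytoplasm intensity under 500,000; inconclusive = wells with under 100 cells, flagged as likely toxic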;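 note: U2OS cells stably carrying GPR55 and arrestin-GFP stimulated by 5 µM LPI near EC80; imaged beta-arrestin-GFP aggregate spots per cell after agonist stimulation; plate controls were LPI-stimulated DMSO wells for no effect and DMSO wells without LPI for full effect; some results filed as inactive read as strong as hits; confirmed hits need IC50 under 10 µM and bright autofluorescent wells are also inconclusive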
HIV peptide binding – cell-free HIV fusion peptide-binding blockers – biochemical, uHTS, fluorescence dequenching, primary screen (AID 1986) | cell-free peptide binding, fluorescence dequenching, 30 min; higher % means a stronger effect | inhibition, % at 20 µM; hits with a dose series show IC50 in µM | actives 0.3% (n = 290,000); in the data active = inhibition mostly above about 52%, no sharp cut-off; inactive = mostly below about 76%; note: some results filed as inactive read as strong as hits
LYP inhibition – inhibitors of LYP phosphatase, biochemical, fluorescence intensity, uHTS (AID 1779); recombinant LYP phosphatase, fluorescence intensity; higher % means a stronger effect; inhibition, % at 11.5 µM; hits with a dose series show IC50 in µM; actives 0.054% (n = 290,000); in the data active = inhibition above about 50%;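 note: plate controls were vehicle with enzyme for no effect and no enzyme for full effect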
NTR1 agonist cell count 20 µM – also measured in NTR1 agonist; calls as there; cell count; measured here: cell count, cytotoxicity flag
Myeloid diff 2 GFP+ MAC1+ % – also measured in Myeloid diff 2; calls as there; GFP+ MAC1+ double positive, %; measured here: differentiation confirmed by MAC1 staining
An asterisk follows results filed as active; i = inactive; u = inconclusive; x = not tested or not shown.

SMILES	SIAH1 antagonists	Myeloid diff 2	Myeloid diff 2 GFP+ MAC1+ %	PhoP inhibition	NTR1 agonist	NTR1 agonist cell count 20 µM	MgcRacGAP inhibition	GPR35 arrestin U2OS	GPR55 LPI antagonism	HIV peptide binding	LYP inhibition
COc1ccc(CNC(=O)[C@H](C)NC(=O)C2CC(=O)N(c3ccc4c(c3)OCO4)C2)cc1 (some centres undefined)	-2.4%	u	x	6.7%	-1.4	61	-5.5%	16.6%	3.8%	-0.2%	-10.5%
O=S(=O)(c1ccccc1)c1ccc(N2CCCCCC2)cc1	-3.6%	i	0.4	16.9%	0.6	54	10.8%	0.5%	13.5%	-2.2%	-5.2%
O=C(Nc1ccc(N2CCCC2)c(Cl)c1)c1ccccc1[N+](=O)[O-]	-4.3%	i	0.2	-15.7%	-0.2	85	1.6%	4.8%	2.5%	-1.8%	-5.8%
CCOC(=O)Cn1ccc(NC(=O)c2ccc3c(c2)OCO3)n1	-2.5%	i	4.6	-10.7%	1.2	62	4.4%	6.0%	12.2%	-0.4%	-3.3%
O=C(NCC(O)CO)c1ccc2[nH]c3ccccc3c2c1 (centres undefined)	18.6%	i	0.4	3.0%	0.9	24	7.9%	16.1%	0.9%	0.5%	-11.6%
CCC(=O)c1ccc(N2CCCCC2)c(F)c1	-2.1%	i	0.4	-3.2%	-0.4	88	15.7%	-5.7%	-7.3%	0.0%	-6.2%
N#C/C(=C\c1ccc[nH]1)C(=O)NCC1CCCO1 (centres undefined)	-1.4%	i	0.4	0.9%	0.2	56	8.1%	6.9%	-7.9%	0.2%	-3.7%
NC1=NC[C@H](Cc2ccc(O)cc2)N1CCc1cccc2ccccc12	7.7%	i	1.4	16.0%	0.7	75	6.0%	-9.0%	-0.1%	-2.3%	-12.6%
Cc1ccc(C(=O)N/C(=C/c2ccco2)C(=O)Nc2cccc(C)c2)cc1	4.5%	i	1.6	-10.6%	-0.8	33	6.5%	0.0%	-1.9%	5.5%	2.3%
O=C1CC2(CCN(C(=O)c3ccc(Br)cc3)CC2)Oc2ccccc21	x	i	0.7	-4.0%	1.3	67	5.6%	x	x	x	x
CCn1c(=O)cc(SCC(=O)N2CCN(Cc3ccc4c(c3)OCO4)CC2)c2ccccc21	1.5%	i	7.2	-4.5%	4.3	74	4.5%	11.9%	2.1%	-1.8%	4.4%
COc1ccc(-n2c(-c3ccc(Br)cc3)nc(=S)c3c2CCCC3)cc1	3.7%	i	0.7	-8.8%	2.6	64	2.9%	10.4%	-0.1%	-0.5%	-3.3%
CC(=O)NC1=NN(C(C)=O)C(C)(c2cccnc2)S1 (centres undefined)	-2.9%	i	0.1	-5.8%	-1.7	58	7.9%	14.8%	-1.4%	0.8%	-4.3%
Cn1ncc2c(N3CCC(Cc4ccccc4)CC3)ncnc21	7.3%	i	0.1	-1.9%	1.0	84	13.5%	-1.9%	-7.8%	0.8%	-3.9%
Cc1ccc2[nH]c(=O)c(CC=C(Cl)Cl)c(C)c2c1	1.8%	i	1.0	-3.4%	-1.6	89	10.4%	-5.8%	7.5%	-1.5%	-5.7%
COc1cccc(Oc2cncnc2-c2ccc(OC)cc2O)c1	-0.3%	i	0.8	2.2%	0.1	77	8.4%	11.0%	-2.0%	3.0%	-3.3%
O=C1C=C(N2CCCCC2)C2(CCCCC2)O1	-1.9%	i	0.3	5.2%	-1.9	109	-0.7%	-4.4%	3.5%	-0.4%	-7.2%
CC1(C)CC(=O)C(Sc2nnc(-c3ccc(O)cc3)n2CC2CCCO2)C(=O)C1 (centres undefined)	-1.8%	i	6.6	-0.5%	-1.6	41	9.6%	-14.3%	-2.9%	-1.3%	-6.1%
COc1ccc(C(C)=O)cc1COc1ccc(-n2cnnn2)cc1	-5.5%	i	0.0	0.6%	-0.3	49	-6.0%	11.3%	8.3%	-2.3%	-2.6%
c1nc(N2CCC3(CC2)OCCO3)c2[nH]cnc2n1	1.5%	i	1.2	15.4%	-0.5	43	4.8%	4.7%	1.6%	-0.7%	-5.4%

Part of the list above with just SIAH1 antagonists and GPR35 arrestin U2OS.
Compound,SIAH1 antagonists,GPR35 arrestin U2OS
O=C1C=C(N2CCCCC2)C2(CCCCC2)O1,-1.9%,-4.4%
CC(=O)NC1=NN(C(C)=O)C(C)(c2cccnc2)S1 (centres undefined),-2.9%,14.8%

(listing goes on)
SMILES	SIAH1 antagonists	Myeloid diff 2	Myeloid diff 2 GFP+ MAC1+ %	PhoP inhibition	NTR1 agonist	NTR1 agonist cell count 20 µM	MgcRacGAP inhibition	GPR35 arrestin U2OS	GPR55 LPI antagonism	HIV peptide binding	LYP inhibition
Cc1nn2c(=O)cc(CSc3ccccc3NC(=O)c3ccccc3)nc2s1	-0.2%	i	2.6	7.9%	-1.0	70	12.9%	-2.2%	5.2%	-1.1%	-11.2%
CC1c2ccccc2N(NC(=O)Cc2ccccc2)C1C (centres undefined)	-6.4%	i	1.4	8.6%	-0.3	49	7.7%	7.3%	1.9%	-2.5%	-4.9%
CC(=O)OC[C@H]1O[C@@H](n2ccc(=O)[nH]c2=S)C(OC(C)=O)C1OC(C)=O (some centres undefined)	-0.7%	i	0.4	2.3%	-1.2	76	-1.0%	3.3%	-12.7%	0.2%	-10.0%
CCN1CCN(C(C)C(=O)Nc2c(C)n(C)n(-c3ccccc3)c2=O)CC1 (centres undefined)	5.9%	i	1.2	-8.5%	0.1	47	16.4%	7.2%	4.6%	-1.2%	-1.4%
Cc1ccc(-n2ncc3c(=O)n(CC(=O)OCc4ccccc4)cnc32)cc1	1.0%	i	5.7	10.0%	-0.8	64	12.5%	-10.9%	-3.6%	-0.1%	-3.2%
COc1ccc2[nH]cc(C(=O)C(=O)N3CCCCC3)c2c1	15.6%	i	3.3	-2.7%	-3.0	77	7.5%	-14.3%	-8.2%	3.0%	-6.2%
CCOC(=O)c1ccc(Nc2cc(C)nc(-c3ccccc3)n2)cc1	0.1%	x	x	x	35.4	89	1.0%	-10.2%	-15.4%	-1.4%	1.6%
COc1cccc(-c2nc(-c3ccc(NC(=O)c4cccs4)cc3)no2)c1	2.3%	i	1.2	-2.7%	6.1	46	9.0%	-5.0%	20.7%	-1.9%	2.2%
Cn1c(=O)c2c(nc(NCCNC(=O)c3ccco3)n2Cc2ccccc2)n(C)c1=O	0.4%	i	1.0	-6.6%	0.1	46	7.0%	16.0%	2.7%	0.1%	-10.4%
CCN(CC)C(=O)C1CCCN(Cc2ccc(F)c(F)c2)C1 (centres undefined)	2.6%	i	9.7	-14.2%	-1.1	49	5.7%	-9.2%	-0.6%	0.4%	-12.8%
Cc1ccc(CS(=O)(=O)CCC(=O)NCCCN2CCCC2)cc1	2.7%	i	1.6	8.0%	0.5	51	-12.2%	6.3%	11.9%	3.3%	-8.7%
CCC(c1nnc(SCC(=O)NCCc2ccc(OC)c(OC)c2)n1Cc1ccccc1)N(C)C (centres undefined)	0.6%	i	0.6	4.7%	-0.1	40	8.0%	-0.7%	-7.6%	-1.2%	-5.4%
Cc1nc(C)c(C(=O)Nc2ncc([N+](=O)[O-])s2)o1	17.9%	i	0.6	-0.7%	1.1	64	24.3%	9.8%	12.8%	18.2%	3.0%
Cc1cc(C)n(-c2nc(-c3cccc(Cl)c3)cs2)n1	1.3%	i	1.0	7.0%	5.0	77	10.8%	12.4%	2.7%	-1.0%	-3.1%
Cc1cnc(C(=O)NC(C)CCc2ccccc2)cn1 (centres undefined)	1.9%	i	1.1	2.5%	0.2	33	5.8%	0.9%	2.7%	-0.6%	-1.0%
Cc1c(C(=O)N(C)C)c2cc(Cl)ccc2n1O	3.0%	i	0.3	-2.4%	-0.2	86	15.8%	-1.4%	14.2%	-1.5%	-1.9%
CCN(CC)CCn1c2c(c(SCC(=O)Nc3nc4ccccc4s3)nc1=O)CCC2	x	i	0.2	-5.0%	-0.4	69	4.7%	x	x	x	x
CCOc1cc(/C=N/NC(=O)C(=O)NCCCOC(C)C)cc(Br)c1O	-0.1%	i	0.4	9.6%	1.1	75	7.3%	1.6%	-3.4%	0.2%	5.4%
Cc1ccc(C)c(N(CC(=O)NCc2ccco2)C(=O)CNS(=O)(=O)c2ccc(F)cc2)c1	-6.3%	i	0.6	9.7%	0.1	45	1.6%	49.3%	-0.6%	-1.3%	-5.4%
Cc1ccc(S(=O)(=O)N/N=C/c2cccn2-c2ccc(Cl)cc2)cc1	2.1%	i	1.0	-6.6%	-0.6	31	6.8%	3.4%	-11.7%	3.8%	-0.3%
COc1ccc(CCNC(=O)c2cccs2)cc1OC	2.6%	i	0.0	-0.8%	1.0	68	0.5%	-4.8%	-7.8%	-0.1%	-6.6%
Cc1cccc(Nc2ncnc3c2cnn3C)c1	4.4%	i	0.2	x	0.9	80	5.1%	1.1%	-10.0%	0.7%	-4.9%
Cn1c(Cn2c(=O)sc3ccccc32)nnc1SCc1ccccn1	1.1%	i	5.2	-12.0%	-0.1	68	6.3%	-12.5%	25.6%	3.3%	-4.9%
Cn1nc(C(F)(F)F)c(-c2cccc(C(F)(F)F)c2)c1NC(=O)c1cccnc1	3.0%	i	1.5	-1.0%	0.2	66	x	-3.6%	2.9%	-0.4%	1.0%

3 entries already listed, ordered by SMILES length, descending:
SMILES	SIAH1 antagonists	Myeloid diff 2	Myeloid diff 2 GFP+ MAC1+ %	PhoP inhibition	NTR1 agonist	NTR1 agonist cell count 20 µM	MgcRacGAP inhibition	GPR35 arrestin U2OS	GPR55 LPI antagonism	HIV peptide binding	LYP inhibition
Cn1nc(C(F)(F)F)c(-c2cccc(C(F)(F)F)c2)c1NC(=O)c1cccnc1	3.0%	i	1.5	-1.0%	0.2	66	x	-3.6%	2.9%	-0.4%	1.0%
Cc1ccc(S(=O)(=O)N/N=C/c2cccn2-c2ccc(Cl)cc2)cc1	2.1%	i	1.0	-6.6%	-0.6	31	6.8%	3.4%	-11.7%	3.8%	-0.3%
Cc1cccc(Nc2ncnc3c2cnn3C)c1	4.4%	i	0.2	x	0.9	80	5.1%	1.1%	-10.0%	0.7%	-4.9%
